Autophagy HCS = autophagy modulation, high-content screen; MEF GFP-LC3 puncta imaging; test concentration mostly 10 µM; calls only at 10 µM (by protocol); 190,000 tested, 0.98% active; AID 463193;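 active = percentage of spot-positive cells more than 3 SD above its plate mean, without a fluorescence outlier flag or 80% toxicity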;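 note: spot-positive cell cutoff set from DMSO-treated cells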
bCat nuc transl = beta-catenin nuclear translocation modulation; HeLa beta-catenin nuclear translocation, immunofluorescence imaging; nuclear translocation activity, % at 5 µM; 190,000 tested, 0.3% active;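 active = nuclear translocation activity above 50% at 5 µM, with a well cell count of 50 or more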;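 note: per-cell ratio of nuclear to cytoplasmic median beta-catenin stain intensity; plate controls were DMSO negative control for no effect and GSK-3 inhibitor IX positive control for full effect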
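Test system: human HeLa cells, endogenous beta-catenin. Times: 24 h compound exposure, 37°C. Measured by: beta-catenin immunofluorescence imaging with DAPI.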
MT stabilizer = microtubule stabilization, imaging screen; AID 2205; 200,000 tested, 0.83% active; % tubulin-high responders, % at 10 µM; HeLa tubulin immunostaining HCS, 24 h; share of cells brighter than vehicle mean+2SD;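 active = plate Z-score above 3 for both tubulin-high and condensed-nucleus cell shares, with cell loss under 80%, at 10 µM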;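 note: anti alpha tubulin signal scored within the nucleus-defined area of each cell; some results filed as inactive read as strong as hits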
Insulin prom up = MIN6 insulin promoter up-regulation. MIN6 insulin promoter-GFP reporter, high-content imaging; hits give high values. 190,000 tested, 0.3% active. z-score at 5 µM;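 active = z-score above 3 at 5 µM with at least 500 cells counted in the well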
Myeloid diff 2 = compounds promoting myeloid differentiation; ER-HoxA9 myeloid progenitors, lysozyme-GFP differentiation, flow cytometry; calls only at 10 µM; 360,000 tested, 1% active;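 active = normalized GFP-positive differentiation at or above the plate's own cutoff, the solvent-only control mean plus 3 SD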;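 note: cells exposed to compound for four days before flow analysis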
T cell modulator = T cell immune modulators affecting CD8 T cell-vesicle binding; 2C CD8+ T cell-vesicle binding, flow cytometry; hits give low values; calls only at 7 µM; 330,000 tested, 0.068% active; AID 2052;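 active = response, share of CD8 T cells binding vesicles, and their 90th percentile fluorescence all below set limits, cut at about 80% in these data, passing the limit was not always enough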
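Assay system: 2C TCR transgenic mouse naive CD8+ T cells, MACS-purified | Read-out: CD8+ gate FL2 mean fluorescence as % of same-row positive control | Signal: High-throughput flow cytometry with anti-B7-1 and anti-CD8 staining | Timing: Binding step 1.5 h, 37 °C, antibody labelling 20 min, ice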
WT yeast gro inh = growth inhibition of WT yeast, mitochondrial fusion screen | mitochondrial fusion phenotypic screen, WT strain | inhibition, % at 10 µM | 190,000 tested, 2.1% active | AID 1362; in the data active = inhibition above about 58%; tested in S. cerevisiae
Hep lipid drop = hepatic lipid droplet formation modulation | inhibition, % at 6.5 µM | 240,000 tested, 0.4% active | AML12 mouse hepatocytes, oleate lipid droplets, BODIPY imaging | AID 1656;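 active = lipid droplet intensity inhibited by at least 50%, with more than 500 cells counted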
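Test system: AML12 mouse liver cells; schedule: overnight exposure; technique: high-content imaging of BODIPY-stained droplets and DAPI nuclei; read-out: % inhibition of corrected integrated BODIPY droplet signal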
West Nile antiviral = West Nile virus antiviral activity, cell-based, CPE readout (AID 1621); West Nile virus-infected cells, CPE inhibition; higher % means a stronger effect; one-dose CPE inhibition, % at 10 µM; IC50 in µM for titrated hits; 290,000 tested, 0.02% active; in the data active = a potency from the dose series; note: strong numbers were not always called active
WT yeast gro inh mutant strain = recorded beside WT yeast gro inh, whose call it bears; inhibition, %; mitochondrial fusion phenotypic screen, mutant strain inhibition
Insulin prom up cell count = second read-out of Insulin prom up, no call of its own (marks repeat the call); cell count; measured here: cytotoxicity, nuclei count;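 total cells summed across four imaged fields per well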
Hep lipid drop cells 6.5 µM = further read-out of Hep lipid drop, marked with its call; cell count; measured here: cell count, cytotoxicity flag;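 cells counted across two imaged fields per well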
bCat nuc transl cell count 5 µM = recorded beside bCat nuc transl, whose call it bears; cell count; measured here: cell count, cytotoxicity flag
T cell modulator vesicle-bound % = further read-out of T cell modulator, marked with its call; double positive events, %; measured here: CD8+ vesicle-bound cell fraction;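 binding gate set so that unloaded-vesicle control wells show 10% double positive cells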
MT stabilizer Hoechst-high % = also measured in MT stabilizer; calls as there; % Hoechst-high responders; measured here: nuclear condensation Hoechst responders;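 share of cells brighter than vehicle mean plus two SD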
MT stabilizer cytotoxicity % = further read-out of MT stabilizer, marked with its call; toxicity, %; measured here: cytotoxicity by cell density;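 0% = mean cell density of plate MIN control wells and 100% = no cells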
Autophagy HCS cell loss 18 h = further read-out of Autophagy HCS, marked with its call; toxicity, %; measured here: cell loss, nuclei count;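 cell loss after 18 h compound exposure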
Myeloid diff 2 GFP+ MAC1+ % = further read-out of Myeloid diff 2, marked with its call; GFP+ MAC1+ double positive, %; measured here: differentiation confirmed by MAC1 staining
* = called active by the depositor; i = inactive; x = no result given; + = active, no number.

#	Compound	Autophagy HCS	Autophagy HCS cell loss 18 h	bCat nuc transl	bCat nuc transl cell count 5 µM	MT stabilizer	MT stabilizer Hoechst-high %	MT stabilizer cytotoxicity %	Insulin prom up	Insulin prom up cell count	Myeloid diff 2	Myeloid diff 2 GFP+ MAC1+ %	T cell modulator	T cell modulator vesicle-bound %	WT yeast gro inh	WT yeast gro inh mutant strain	Hep lipid drop	Hep lipid drop cells 6.5 µM	West Nile antiviral
1	CCc1ccc(C(=O)COC(=O)c2cccs2)cc1	i	-3.0	-1.4	1108	0.7	1.2	10.2	-0.15	932	i	0.3	i	38.2	2.6	-4.2	-8.6	729	x
2	O=c1o[nH]c(-c2ccccc2)c1N=Nc1c(F)cccc1Cl	x	x	x	x	x	x	x	x	x	i	0.6	i	52.6	x	x	-6.0	831	-0.7%
3	CCOCCCNC(=O)C1c2ccccc2Oc2ccccc21	x	x	x	x	x	x	x	x	x	i	1.1	i	65.3	x	x	6.9	829	-0.5%
4	Cn1c(=NC(=O)C2CCCCC2)sc2cc([N+](=O)[O-])ccc21	i	8.9	-0.7	1058	6.6	1.6	0.8	-0.38	1195	i	0.3	i	43.7	4.0	7.4	-1.8	697	-0.7%
5	CCN(CC)C(=S)SCC(=O)Nc1ccc(S(N)(=O)=O)cc1	i	-6.5	-1.7	1092	2.3	2.2	8.5	x	x	i	0.2	i	7.2	-1.6	11.1	1.5	683	0.8%
6	O=C1CCC(=O)N1CCOP1(=O)COc2ccccc2OC1	i	7.8	-2.4	1022	3.2	2.8	7.5	0.84	1191	i	0.2	i	56.1	-2.3	-3.9	x	x	0.4%
7	CCOC(=O)C1CCN(S(=O)(=O)c2c(C)[nH]c(=O)[nH]c2=O)CC1	i	-13.6	-1.8	1039	3.6	1.9	7.0	0.01	1275	i	0.2	i	58.2	-8.2	-1.7	-6.8	715	0.0%
8	COC(=O)c1sccc1NC(=S)N1C(C)CCCC1C (stereo unspecified)	i	2.4	-0.5	1151	3.1	1.9	13.2	-0.55	1283	i	0.6	i	36.6	0.3	-22.4	1.5	722	-0.1%
9	COc1ccc(-c2nn(-c3ccccc3)cc2/C=N/NS(=O)(=O)c2ccccc2)cc1	i	-18.7	-1.0	1367	2.1	1.7	3.8	0.07	1617	i	0.8	i	58.4	29.5	-4.7	x	x	x
10	Cc1ccc(C(=O)NCCCn2ccnc2)cn1	i	-8.3	-4.4	1234	2.5	2.0	7.6	-0.32	920	i	1.1	i	57.4	-0.4	3.7	-0.3	687	0.3%
11	CCN(c1cccc(C)c1)S(=O)(=O)c1cccc(C(=O)O)c1	i	-4.5	x	x	1.5	1.9	8.3	x	x	i	1.0	i	7.8	-3.2	-0.1	12.8	796	0.3%
12	COCCNC(=S)Nc1ccc2nc(N3CCOCC3)cc(C)c2c1	x	x	x	x	x	x	x	x	x	i	0.5	i	40.5	x	x	3.9	647	-0.2%
13	Cc1ccc(S(=O)(=O)NCCC(=O)N2CCN(c3cccc(Cl)c3)CC2)cc1C	x	x	x	x	x	x	x	x	x	i	1.6	i	9.6	x	x	-14.7	858	-0.4%
14	Cc1cccc(C)c1NC(=O)CCCSc1nnnn1C	i	-0.5	-3.1	955	1.2	1.0	9.8	0.35	1409	i	1.0	i	10.5	-4.2	-3.2	x	x	-0.5%
15	O=C(Nc1ccc2ncccc2c1)c1cc(Cl)ccc1Cl	i	-21.4	-1.8	1103	2.4	2.6	0.1	-0.43	1278	i	0.3	i	39.6	-2.2	-6.3	-7.2	662	-1.5%
16	O=C(NNC1OC(CO)C(O)C(O)C1O)c1cccc(Br)c1 (stereo unspecified)	i	15.9	0.4	1110	3.6	1.2	9.5	1.01	1182	i	0.3	i	28.3	8.3	7.1	-4.4	720	-0.4%
17	O=S(=O)(NCc1ccccc1Cl)c1ccc(-n2cnnn2)cc1	x	x	x	x	x	x	x	x	x	i	0.7	i	26.1	x	x	-7.0	820	-0.1%
18	O=C(CCc1nnc(C2CCCCC2)o1)N1CCC(Oc2cccnc2)CC1	i	2.0	-0.5	1581	1.1	0.8	6.1	x	x	i	0.6	i	58.2	-1.1	-2.5	-30.5	710	-0.8%
19	CCOc1ccc(C(=O)N2CCN=C2SC)cc1OCC	+	10.4*	-4.8	872	2.2	2.1	7.3	0.37	1688	i	1.5	i	37.7	-13.3	-9.7	x	x	2.3%
20	COc1ccccc1N1CCN(C(=O)CCC(=O)Nc2nnc(C(C)C)s2)CC1	x	x	x	x	x	x	x	x	x	i	1.2	i	51.2	x	x	-4.4	658	-0.2%
21	O=C(c1ccccc1)c1ccc(N2CCCC2)cc1	i	4.9	-2.0	1194	2.7	1.0	8.4	1	1372	i	1.4	i	47.9	-1.6	-6.1	x	x	0.2%
22	Cc1ccc(S(=O)(=O)NC2CCC(C(=O)O)CC2)cc1 (stereo unspecified)	i	10.2	-1.5	985	2.5	2.1	7.5	x	x	+	2.5*	i	20.4	13.5	13.9	9.2	749	0.4%
23	c1coc(Cn2nnnc2CN2CCN(C3CCCCC3)CC2)c1	i	11.0	-7.6	935	4.5	2.4	7.8	-0.26	1479	i	0.8	i	37.4	-9.7	-8.5	x	x	1.1%
24	Cc1ccc(NC(=O)c2cc(N3C(=O)C=CC3=O)ccc2Cl)cc1C	i	-4.9	2.9	1058	3.5	2.2	7.0	-0.74	1503	i	0.7	i	29.8	9.2	-7.3	0.5	667	-0.2%
25	O=C(NCc1ccccn1)c1cn(CCc2ccccc2)nn1	i	7.3	-2.6	984	2.6	2.8	7.1	-0.08	1610	i	0.5	i	37.3	-13.3	20.9	x	x	-0.1%
26	Cc1c(C(=O)C(=O)NCC2CCCO2)c2ccccc2n1C (stereo unspecified)	i	-3.2	-1.1	1109	2.3	0.9	3.3	-0.01	1601	i	0.7	i	47.2	9.7	-0.5	11.9	645	-0.3%
27	CN(CC(=O)Nc1ccccc1Cl)C(=O)CSc1nnc(-c2ccco2)o1	i	12.9	-1.3	1066	1.5	2.1	5.0	1.25	1137	i	0.2	i	52.6	15.1	13.8	10.6	688	-0.4%
28	Cc1nc2c(-c3ccccc3)c(C)nn2c(C)c1CCC(=O)NC(C)CCc1ccco1 (stereo unspecified)	i	5.4	x	x	8.6	2.1	2.7	-0.8	863	i	1.6	i	46.6	4.7	-1.7	x	x	1.0%
29	O=C1CC(N2CCN(Cc3ccccc3)CC2)C(=O)N1c1ccccc1 (stereo unspecified)	i	0.7	-5.0	1245	1.6	1.9	13.1	-0.8	974	i	0.2	i	40.6	24.4	2.7	-13.1	693	0.4%
30	Cc1ccc(CC2CC(=O)N(c3ccc(C)cc3)C2=O)cc1 (stereo unspecified)	i	19.9	-4.9	1102	3.4	2.1	4.6	0.25	1664	i	0.4	i	57.6	-0.3	9.2	14.8	686	0.1%

5 entries drawn at random from the list so far, as already listed:
#	Compound	Autophagy HCS	Autophagy HCS cell loss 18 h	bCat nuc transl	bCat nuc transl cell count 5 µM	MT stabilizer	MT stabilizer Hoechst-high %	MT stabilizer cytotoxicity %	Insulin prom up	Insulin prom up cell count	Myeloid diff 2	Myeloid diff 2 GFP+ MAC1+ %	T cell modulator	T cell modulator vesicle-bound %	WT yeast gro inh	WT yeast gro inh mutant strain	Hep lipid drop	Hep lipid drop cells 6.5 µM	West Nile antiviral
16	O=C(NNC1OC(CO)C(O)C(O)C1O)c1cccc(Br)c1 (stereo unspecified)	i	15.9	0.4	1110	3.6	1.2	9.5	1.01	1182	i	0.3	i	28.3	8.3	7.1	-4.4	720	-0.4%
29	O=C1CC(N2CCN(Cc3ccccc3)CC2)C(=O)N1c1ccccc1 (stereo unspecified)	i	0.7	-5.0	1245	1.6	1.9	13.1	-0.8	974	i	0.2	i	40.6	24.4	2.7	-13.1	693	0.4%
23	c1coc(Cn2nnnc2CN2CCN(C3CCCCC3)CC2)c1	i	11.0	-7.6	935	4.5	2.4	7.8	-0.26	1479	i	0.8	i	37.4	-9.7	-8.5	x	x	1.1%
28	Cc1nc2c(-c3ccccc3)c(C)nn2c(C)c1CCC(=O)NC(C)CCc1ccco1 (stereo unspecified)	i	5.4	x	x	8.6	2.1	2.7	-0.8	863	i	1.6	i	46.6	4.7	-1.7	x	x	1.0%
1	CCc1ccc(C(=O)COC(=O)c2cccs2)cc1	i	-3.0	-1.4	1108	0.7	1.2	10.2	-0.15	932	i	0.3	i	38.2	2.6	-4.2	-8.6	729	x
